# M1 ag parental = nonselective activator or artifact in parental CHO-K1 cells. 360,000 tested, 0.48% active. Fluo-8 calcium fluorescence; scaled to maximal ATP response, vehicle zero. activation, % at 3 µM; in the data active means activation above about 15%;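 further: untransfected CHO-K1 host cells lacking M1 receptor as counterscreen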
# CHRM1 antagonist = blocks human M1 muscarinic receptor; P11229; CHO-K1 hM1, Fluo-8 calcium fluorescence, ACh EC80 antagonist; inhibition, % at 3 µM; 360,000 tested, 1.3% active;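 active means percent inhibition above its own plate's cutoff, namely the mean of that plate's compound wells plus 3 SD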;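 further: peak over basal fluorescence ratio during 140 s after agonist addition; 0% = ACh EC80 plus DMSO and 100% = DMSO alone without agonist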
# CHO parental Ca = signal in parental CHO cells, OX1R antagonist counter-screen | inhibition, % at 5.6 µM | parental CHO-K1, ATP-induced calcium, Fluo-8 fluorescence | 330,000 tested, 0.63% active;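 active means inhibition above that plate's mean sample inhibition plus 3 SD, cut at about 26% in these data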;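 further: 0% = ATP-challenged DMSO wells and 100% = DMSO wells without ATP; some compounds past the cut are filed as inactive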
#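 Material – parental CHO cells · Reagent – ATP stimulus · Compound – single nominal dose of 5.6 µM per compound · Detection – Fluo-8 fluorescence · Read-out basis – percent inhibition of calcium signal · Controls – ATP-challenged DMSO wells low, unchallenged DMSO wells high · Repeats – no replicates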
# CHO-K1 Ca antag = counter-screen for M1 antagonists: effect in parental CHO-K1 cells | 360,000 tested, 0.6% active | ATP-induced calcium, Fluo-8 fluorescence | inhibition, % at 3 µM;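 active means inhibition above a per-plate cutoff, the plate's mean sample inhibition plus 3 SD, cut at about 24% in these data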;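 further: 0% = DMSO plus EC80 ATP and 100% = DMSO alone without ATP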
# CHRM1 agonist = activates human CHRM1 receptor. CHO-K1 hM1, Fluo-8 calcium fluorescence, agonist mode; 0% DMSO, 100% acetylcholine EC100. P11229. 360,000 tested, 0.33% active. activation, % at 3 µM. AID 588814;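 active means activation above the run's mean compound activation plus 3 SD, cut at about 16% in these data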;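 further: peak over basal fluorescence ratio within a 140 s kinetic read after compound addition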
# TAAR1 antagonist = human TAAR1 antagonism | Q96RJ0 | CHO RD-HGA16 TAAR1, Fluo-8 calcium fluorescence, antagonist | inhibition, % at 3 µM | 360,000 tested, 1.5% active | AID 624466;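 active means inhibition above a per-plate cutoff, the mean inhibition of test compounds on that plate plus 3 SD, cut at about 49% in these data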;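 further: 0% = DMSO plus EC80 beta-PEA response and 100% = DMSO alone without agonist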
# Target sequence (Q96RJ0 whole entry, looked up): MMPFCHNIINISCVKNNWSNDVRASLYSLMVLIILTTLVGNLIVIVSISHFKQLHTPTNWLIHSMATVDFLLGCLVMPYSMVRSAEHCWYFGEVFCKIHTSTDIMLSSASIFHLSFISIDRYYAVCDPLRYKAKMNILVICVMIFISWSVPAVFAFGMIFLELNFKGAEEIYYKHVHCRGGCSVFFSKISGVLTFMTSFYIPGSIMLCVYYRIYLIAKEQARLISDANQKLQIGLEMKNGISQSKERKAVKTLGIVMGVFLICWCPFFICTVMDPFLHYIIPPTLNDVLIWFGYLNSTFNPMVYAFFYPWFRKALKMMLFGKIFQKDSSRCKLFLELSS
#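 Test system – hTAAR1-expressing CHO RD-HGA16 cells, Gα16-coupled · Reagent – β-PEA at EC80 concentration, post-compound challenge · Compound dosing – 3 µM, single point · Timing – 140 s kinetic read after compound, 140 s after agonist · Detection – Fluo-8 intracellular calcium dye fluorescence, real-time kinetic reads · Control set – DMSO and EC80 PEA controls · Repeats – n of 1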
# OXTR potentiator = potentiates the human oxytocin receptor response. P30559. CHO-OTR cells, Fluo-8 calcium fluorescence, potentiator mode; 0% = oxytocin EC15, 100% = EC100. activation, % at 3 µM. 320,000 tested, 0.061% active. AID 2445;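 active means activation above that plate's cutoff, the mean activation of tested compounds plus 3 SD, cut at about 6.6% in these data, passing the limit was not always enough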;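 further: 100% uses oxytocin at 75 nM as the full agonist control; some results filed as inactive read as strong as hits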
# Target sequence (P30559 whole entry, looked up): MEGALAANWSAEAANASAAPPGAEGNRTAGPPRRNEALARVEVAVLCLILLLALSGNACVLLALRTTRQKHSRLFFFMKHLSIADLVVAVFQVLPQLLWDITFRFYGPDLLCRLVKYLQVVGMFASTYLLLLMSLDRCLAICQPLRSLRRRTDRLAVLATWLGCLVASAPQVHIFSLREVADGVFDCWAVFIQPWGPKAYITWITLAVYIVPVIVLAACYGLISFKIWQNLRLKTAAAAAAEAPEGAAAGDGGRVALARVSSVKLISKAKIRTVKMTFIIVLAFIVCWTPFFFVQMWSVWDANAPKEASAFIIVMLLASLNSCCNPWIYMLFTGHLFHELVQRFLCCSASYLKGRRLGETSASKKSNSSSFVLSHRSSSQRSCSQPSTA
#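 Material: CHO-OTR cells, human receptor; compound dosing: single dose, 3.0 µM nominal final compound concentration; schedule: 6 min compound pre-incubation at room temperature, 100 s kinetic read; measured by: kinetic Fluo-8 calcium fluorescence; read-out basis: % activation vs EC15 and EC100 oxytocin; controls: EC15 oxytocin alone as 0%, 75 nM oxytocin as 100%; replicates: singlicate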
# M1 PAM parental = nonselective activator or artifact in parental CHO-K1 calcium assay | ATP EC20, Fluo-8 calcium fluorescence; 0% at ATP EC20, 100% at ATP max | activation, % at 3 µM | 360,000 tested, 0.02% active | AID 602247;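 active means activation above the run cutoff, the mean activation of all test compounds plus 3 SD, cut at about 40% in these data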;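 further: peak over basal fluorescence ratio in a 140 s read after ATP addition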
# TAAR1 ag = agonists of human TAAR1; Q96RJ0; 360,000 tested, 0.99% active; CHO RD-HGA16 TAAR1, Fluo-8 calcium fluorescence; vehicle wells 0%, saturating PEA agonist 100%; activation, % at 3 µM;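 active means activation above the mean activation of all test compounds in the run plus 3 SD, cut at about 38% in these data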
#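 test system = CHO RD-HGA16 cells carrying human TAAR1 plus Gα16 | schedule = 17-24 h seeding, 75 min 37 °C dye, 30 min RT | compound dosing = 3 µM single concentration | control set = DMSO and PEA EC100 | replicates = n 1 | signal = Fluo-8 fluorescence, 5 s baseline then 140 s kinetic read | measure = percent activation vs PEA EC100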
# An asterisk follows results filed as active; . = no result given.
# Results follow in this order: M1 ag parental	CHRM1 antagonist	CHO parental Ca	CHO-K1 Ca antag	CHRM1 agonist	TAAR1 antagonist	OXTR potentiator	M1 PAM parental	TAAR1 ag
Cc1ccc(C(=O)C=CNNC(=O)c2ccccc2)cc1
 : 0.7	-1	-22	14	-3	-2	-17	-9	5
Cc1ccc(C(=O)NC(=S)Nc2nc(-c3cccc([N+](=O)[O-])c3)cs2)c(Cl)c1
 : 0.0	-14	-2	-6	-1	-8	-5	13	0
CC(=O)N(c1ccccc1)c1nnc(-c2cnc(C)cn2)s1
 : 0.3	9	5	-8	-4	-19	1	-12	4
COC(=O)CSC(C(=O)Nc1ccc(C)c(C)c1)c1ccccc1 (stereo not drawn)
 : 1.1	-17	-9	4	-7	0	-1	22	8
C/C(=N/NC(=O)c1ccoc1C)c1ccc(NC(=O)c2ccncc2)cc1
 : 1.4	2	-9	-5	-8	16	-2	18	2
Cc1cccc(-n2nnnc2SCn2nnc3ccccc3c2=O)c1
 : 2.1	10	-10	27*	-2	1	-10	-6	18
CC(NC(=O)c1cn(C)c2ccc(S(=O)(=O)N3CCCC3)cc2c1=O)c1ccc2c(c1)OCCO2 (stereo not drawn)
 : 0.3	4	-8	1	1	-7	-9	-6	5
CCCCN1C=C(C(=O)OC)C(c2ccccc2Cl)C(C(=O)OC)=C1
 : -0.5	-3	-19	-7	-12	-11	-5	2	9
Cc1cccc(C)c1NC(=O)Cn1cnc2c(=O)n(C)c(=O)n(C)c21
 : 0.2	-1	-12	-7	-4	-21	2	13	3
O=C(c1ccco1)N1CCN(C/C=C/c2ccccc2)CC1
 : 0.5	2	-15	2	-5	-10	-9	8	5
N#C/C(=C/c1ccc(N2CCOCC2)o1)C(=O)N1CCOCC1
 : 4.5	-3	0	-3	-2	0	-2	18	11
COc1ccc(C(C(=O)NC2CCCCC2)N(C(=O)c2ccccn2)c2cccnc2)cc1 (stereo not drawn)
 : 0.5	-16	-15	-12	-5	-34	-15	13	3
CC(=O)Nc1ccc(S(=O)(=O)NC(CC(=O)N(C)Cc2ccccc2)C(C)C)cc1 (stereo not drawn)
 : -0.1	-11	-17	0	-1	-9	-8	6	7
CC1(C)CCC(=O)N2CC[C@H]3c4cc5ccccc5nc4C[C@@H]1[C@H]32
 : 0.8	5	.	-20	-5	2	.	15	1
CCOC(=O)C1(Cc2ccccc2)CCN(Cc2cnn(-c3ccccc3)c2)CC1
 : 1.9	0	-9	0	-11	23	-7	12	10
Cc1ccc(OCc2nc(-c3ccccn3)no2)cc1
 : 0.4	-5	-1	1	-4	3	-8	8	3
CCC(=O)N1CCN(c2ccc(NC(=O)COc3ccccc3[N+](=O)[O-])cc2)CC1
 : 8.0	31*	-16	3	2	86*	5	3	21
CC1=CC(=C(C#N)c2nc3ccccc3s2)C=C(C)N1CC1CCCO1 (stereo not drawn)
 : -0.1	2	-2	11	-6	-18	-25	15	6
O=C(COc1cccnc1[N+](=O)[O-])Nc1ccc2c(c1)OC(F)(F)O2
 : 3.9	50*	-6	-1	-8	-4	-11	22	2
O=C(Cc1cccc2ccccc12)NNC(=O)Nc1cccc(Cl)c1
 : 1.0	-4	-15	-2	-2	8	-19	20	0
O=C(NCC1CCCO1)/C(=C\c1ccco1)NC(=O)c1ccccc1 (stereo not drawn)
 : 0.2	-24	-8	-5	2	-5	-8	19	-1
C=CCn1c(SCC(=O)C(C)(C)C)nnc1-c1ccccn1
 : 0.4	-2	-1	-14	-4	-9	1	-2	6
CC(=O)N1CCOc2ccc(S(=O)(=O)NCCc3ccc(C)cc3)cc21
 : 8.4	0	-15	-22	4	2	-11	18	5
C#CC[N+](C)(C)CCCCCCCCCCCC
 : 24*	56*	-6	-7	-14	-22	-8	29	7
O=C(Nc1cccnc1Cl)C1c2ccccc2Oc2ccccc21
 : 1.4	-14	-2	-8	-3	8	-10	21	6
CCNC(=S)N/N=C/c1cc(Br)cc(Br)c1OC
 : -0.5	7	-43	-14	-9	0	-3	12	16
N#CC1(P(=O)(c2ccccc2)c2ccccc2)CCCC1
 : 1.4	-22	-21	-20	-7	6	-7	14	0
Cc1ccc(C(=O)COC(=O)CCc2ccc(S(=O)(=O)N3CCCCC3)cc2)cc1
 : 0.8	-7	-7	-21	-6	-16	7	34	2
CCOC(=O)NC(=O)/C(C#N)=C/c1ccc(N(C)C)cc1
 : 9.5	-4	3	3	3	-4	-6	2	4
COc1ccccc1NS(=O)(=O)c1cccc(NC(=O)C(C)NC(=O)c2ccco2)c1 (stereo not drawn)
 : 0.1	-2	.	8	-2	-17	.	-21	1
CCCCCC(=O)N1CCN(S(=O)(=O)c2ccc3c(c2)OCCCO3)CC1
 : 0.9	-7	-9	5	-3	-8	-9	-13	4
O=C1OCCC1Sc1nnc(-c2ccccc2Br)n1Cc1ccccc1 (stereo not drawn)
 : 1.3	-1	-19	0	-8	12	-12	9	0
Cc1ccccc1C(=O)NC1CC(C)(C)NC(C)(C)C1
 : -0.1	-4	-4	0	-3	5	-16	8	-1
CSCC[C@H](NC(=O)[C@H](Cc1ccccc1)n1c(=O)[nH]c2ccccc2c1=O)C(=O)N1CCC(C(=O)O)CC1
 : 0.5	-5	0	9	-2	-6	1	0	0
COCCN(C(=O)COC(=O)c1ccc2c(c1)OCCO2)c1c(N)n(Cc2ccccc2)c(=O)[nH]c1=O
 : 0.4	0	-9	-12	-4	-3	-11	13	0
CC(C)(C)Nc1nc(Cl)nc(N(C#N)CN2C(=O)c3ccccc3S2(=O)=O)n1
 : -0.5	-1	-6	4	-6	-3	1	5	2
COc1ccccc1NC(=O)C(C)OC(=O)CCCOc1ccccc1 (stereo not drawn)
 : -0.5	-13	-26	-8	3	7	-16	-15	-2
O=C(O)Cn1nc(-c2ccccc2)oc1=O
 : -0.2	-5	8	-4	-1	3	-5	5	3
COc1ccc(C2C(C#N)=C(N)OC(C(C)(C)C)=C2C#N)cc1OC (stereo not drawn)
 : 0.2	-10	-15	-4	-2	12	-14	15	3
O=C(Cn1cc(C(=O)C2CC2)c2ccccc21)Nc1ccc(F)cc1
 : 3.9	2	-8	1	-3	4	-6	-23	2
Cc1ccc(S(=O)(=O)Nc2cc(C(=O)NCCN(C)C)ccc2N2CCCCC2)cc1
 : 0.9	-12	-13	-7	-3	-30	-18	23	9
CCS(=O)(=O)c1ccc(-c2csc(-c3ccc(Cl)cc3)n2)c(Cl)c1Cl
 : 0.6	3	-6	-8	-1	6	-7	13	10
CCN(CC)S(=O)(=O)c1ccc(NC(=O)CN(c2cccc(C)c2)S(C)(=O)=O)cc1
 : 0.7	-20	-4	-3	1	-11	-13	4	8
COC(=O)c1c(NC(=O)c2ccccc2OC)sc(C(=O)N2CCOCC2)c1C
 : -0.7	-14	-18	-14	-8	2	6	24	-3
Cc1nn(-c2ccccc2)c2c1c(C)c(CCC(=O)NCC1CCCO1)c(=O)n2C (stereo not drawn)
 : 1.2	-9	-20	-19	-2	-11	-10	3	1
CCOC(=O)[C@]12CCC=C1N(CCC1=CCCCC1)C(=O)[C@H](CC(=O)NCc1ccc(C)o1)C2
 : 1.2	.	.	-15	.	-4	.	19	-1
COc1ccc2[nH]c3c(=O)n(Cc4ccc(C(=O)N5CCC(C(N)=O)CC5)cc4)c(=S)[nH]c3c2c1
 : -0.1	0	-6	-8	-5	7	-11	-1	1
O=C(NCC1CCCO1)c1cccc(Oc2ccc([N+](=O)[O-])cc2Cl)c1 (stereo not drawn)
 : 5.2	-4	-15	-7	-7	12	-10	23	6
CCc1ccc2c(COC(=O)CNS(=O)(=O)c3ccc(NC(C)=O)cc3)cc(=O)oc2c1
 : 0.2	-15	-27	-1	-8	-9	0	9	0
CC(C)c1nc(SCC(=O)Nc2ccc3c(c2)OCO3)n[nH]1
 : 0.0	7	3	4	-1	7	-4	7	6
COc1ccc(OC)c(NC(=O)c2cccc(N3C(=O)C4C5CCC(C5)C4C3=O)c2)c1 (stereo not drawn)
 : 9.5	-3	-1	-1	3	29	-9	-25	7
Nc1cc(=O)[nH]c(SCC(=O)Nc2ccccc2Sc2ccccc2)n1
 : 0.5	-12	-8	10	-5	-19	-6	-4	1
COc1ccc2c(c1)c1c(c(=O)n(-c3ccc(C)cc3)c(=O)n1CC(=O)NCC1CCCO1)n2C (stereo not drawn)
 : 1.1	-14	.	-25	-4	-1	.	31	1
CCOc1ccc(C(CCc2ccccc2)NC(=O)c2ccc(OC)c(OC)c2)cc1OCC (stereo not drawn)
 : 0.6	7	-13	-6	-2	-6	-2	-3	28
O=C(Cc1ccccc1)NCCc1cccc(Cl)c1
 : 0.2	-9	-13	-4	-7	-3	-21	10	8
CC(C)c1ccc(NC2CCCN(C(=O)CSc3nncn3C)C2)cc1 (stereo not drawn)
 : 0.4	-20	1	-1	0	-7	2	30	0
Cc1ccc(S(=O)(=O)/N=C(\N)c2ccc(Cl)cc2)cc1
 : 4.5	-23	.	-13	2	-2	.	-3	5
COc1cc(C(=O)NC(C)CCn2cccn2)ccc1OC1CCN(C(C)=O)CC1 (stereo not drawn)
 : 0.2	-12	0	-5	-3	-5	-1	16	0
CSCCC(=O)N1CCC(CCC(=O)NC2CC2)CC1
 : -0.1	-3	-5	1	-3	7	0	3	0
CCn1c(=O)c(C(=O)NCc2ccc(F)cc2)c(O)c2ccccc21
 : 0.0	-14	-24	-11	-4	-19	-1	22	0
Cc1cc(C)cc(OCCNC(=O)C(C)N2C(=O)c3ccccc3C2=O)c1 (stereo not drawn)
 : 0.0	-5	-19	15	-5	15	-2	2	1
C[C@@H]1CN([C@H](C)CO)C(=O)CCCn2nncc2CO[C@H]1CN(C)C(=O)C1CC1
 : 0.4	5	.	-12	-3	-17	.	17	8
Cc1ccccc1S(=O)(=O)NC(=O)C1(C)CCN1C(=O)c1cccc(F)c1 (stereo not drawn)
 : 0.5	-13	.	-6	-2	-21	.	14	4

# Compound profiles, from the list above. Screens in order: M1 ag parental | CHRM1 antagonist | CHO parental Ca | CHO-K1 Ca antag | CHRM1 agonist | TAAR1 antagonist | OXTR potentiator | M1 PAM parental | TAAR1 ag
# Profile of Cc1ccccc1C(=O)NC1CC(C)(C)NC(C)(C)C1 : -0.1 | -4 | -4 | 0 | -3 | 5 | -16 | 8 | -1
# Profile of CCOC(=O)[C@]12CCC=C1N(CCC1=CCCCC1)C(=O)[C@H](CC(=O)NCc1ccc(C)o1)C2 : 1.2 | . | . | -15 | . | -4 | . | 19 | -1
